Screening results from PubChem.
MITF inh: blocks human microphthalmia-associated transcription factor; 650,000 tested, 0.91% active; inhibition, % at 2.6 µM; AlphaScreen MITF homodimerization, bead proximity signal; in the data active = inhibition above about 50%;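 note: 0% = vehicle wells with protein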
FBW7 act: activators of human E3 ligase FBW7 | Q969H0 | AlphaScreen FBW7–phospho-cyclin E peptide binding, activator screen | normalized activity (activation), % at 26.1 µM | 650,000 tested, 0.13% active | AID 1259310; in the data active = normalized activity above about 1.9%;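 note: purified mutant Fbw7 with reduced substrate affinity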
Target sequence (Q969H0 whole entry, looked up): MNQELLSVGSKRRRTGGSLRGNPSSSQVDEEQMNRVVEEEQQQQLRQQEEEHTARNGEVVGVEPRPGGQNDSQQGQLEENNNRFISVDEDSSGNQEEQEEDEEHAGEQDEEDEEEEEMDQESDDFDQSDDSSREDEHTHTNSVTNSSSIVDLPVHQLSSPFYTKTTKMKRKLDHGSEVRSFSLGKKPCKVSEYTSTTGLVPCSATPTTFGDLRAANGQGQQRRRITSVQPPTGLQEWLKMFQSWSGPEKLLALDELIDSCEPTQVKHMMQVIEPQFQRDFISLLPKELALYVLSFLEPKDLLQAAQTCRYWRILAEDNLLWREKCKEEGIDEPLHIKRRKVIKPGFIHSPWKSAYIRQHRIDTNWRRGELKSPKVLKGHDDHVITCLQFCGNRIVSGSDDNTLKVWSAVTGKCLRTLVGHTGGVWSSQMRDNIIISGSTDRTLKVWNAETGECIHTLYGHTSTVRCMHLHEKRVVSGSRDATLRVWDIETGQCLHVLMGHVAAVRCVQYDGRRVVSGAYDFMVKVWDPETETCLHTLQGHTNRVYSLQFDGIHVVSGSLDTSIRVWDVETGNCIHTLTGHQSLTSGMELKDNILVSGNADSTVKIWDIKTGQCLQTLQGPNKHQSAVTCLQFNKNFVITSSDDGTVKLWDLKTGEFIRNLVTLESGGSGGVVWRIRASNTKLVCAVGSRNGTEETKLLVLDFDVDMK
TEAD-YAP inh: TEAD-YAP interaction inhibition; 640,000 tested, 1.4% active; HEK-TIYL cells, TEAD-Gal4/YAP UAS-luciferase luminescence; inhibition, % at 9.12 µM; AID 1259422; in the data active = inhibition above about 32%;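 note: 0% = median of test compound wells and 100% = reference inhibitor wells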
GPR151 ag: activates the human receptor GPR151 | PathHunter beta-arrestin GPR151 cells, luminescence | activation, % at 11.2 µM | 650,000 tested, 1% active; in the data active = activation above about 4.9%;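 note: 0% = median of compound wells and 100% = cells with positive control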
An asterisk follows results filed as active. Compounds as they come; any-hit rate near 3.4%.

SMILES | MITF inh | FBW7 act | TEAD-YAP inh | GPR151 ag
O=C(Cn1cnc2c(oc3ccccc32)c1=O)c1ccccc1 | 3 | 0.2 | -49 | 2.3
CCc1ccc2nc(N3CCC(C(=O)N4CCN(c5cccc(Cl)c5)CC4)CC3)sc2c1 | 6 | 0.1 | 7 | -1.3
CCOC(=O)c1ccccc1NC(=S)NN1CCOCC1 | 9 | 0.0 | -11 | 1.2
Cc1cc(C(=O)NCc2ccc(C(=O)O)o2)c(C)o1 | 22 | 0.0 | 4 | -0.5
CC/C(=N/NC(=O)c1cccc([N+](=O)[O-])c1)c1ccccc1 | -6 | 0.0 | -8 | 0.7
Cc1ccc(CNC(=O)c2ccc([N+](=O)[O-])cc2Cl)cc1 | -3 | 0.0 | -7 | 1.2
Cc1c(C(=O)Nc2cccc(C(F)(F)F)c2)oc2ccccc12 | -6 | -0.2 | -10 | 0.1
N#C/C(=C\c1ccc(OCc2ccccc2)cc1)C(=O)Nc1ccccn1 | 6 | 0.0 | -15 | -3.8
COc1ccc(C23CC4CC(CC(C4)C2)C3)cc1C(=O)NCCN(C)C | -10 | -0.3 | -5 | -1.2
CCOC(=O)C1=NNC2C(=O)N(c3cccc4ccccc34)C(=O)C12 (stereo not given) | 7 | 0.1 | 7 | -0.1
CCOC(=O)c1cc2sccc2n1CC(=O)O | -8 | -0.1 | -4 | -0.6
COc1cccc(NC(=O)N2CCOc3ccc(Cl)cc32)c1 | -6 | -0.1 | -5 | -2.0
Cc1noc(C)c1COC(=O)c1sc2ccccc2c1Cl | -4 | 0.1 | -7 | 0.0
O=C(O)C1=C(C(=O)N2CCN(c3ccccc3F)CC2)CCCC1 | -3 | -0.2 | 6 | 1.5
CC1=C(C#Cc2ccccc2)c2ccccc2OC1(c1ccccc1)N1CCCCC1 (stereo not given) | -5 | 0.1 | 1 | -0.5
CCCN(C)C(=O)c1cnc2scc(-c3ccc(C)cc3)n2c1=O | 5 | -0.2 | 12 | 0.8
CSCC(C)N1CCC(Oc2ccc(C(=O)NCc3ccncc3)cc2)CC1 (stereo not given) | 9 | -0.2 | 10 | 1.1
Cc1cccc(NC(=O)C(=S)N2CCOCC2)c1C | -5 | 0.1 | 2 | 2.3
CC1=C(C(=O)Nc2cccc(C)c2C)C(c2cccc(Cl)c2)NC(=O)N1 (stereo not given) | 5 | 0.5 | 7 | 0.5
Cc1cc2c(cc1S(=O)(=O)N1CCn3c1nc1ccccc13)OCC(=O)N2 | -14 | 0.0 | -7 | -0.3
c1ccc(Oc2nccc(NC3CC3)n2)cc1 | -2 | -0.1 | -5 | 4.1
COc1ccc(C(=O)[C@@H]2[C@@H](c3cccc(Br)c3)C(C#N)(C#N)[C@H]3C=Cc4ccccc4N23)cc1 | 6 | 0.1 | 64* | 1.6
COc1cccc(CCNC(=O)C2CC23CCN(C(=O)Cc2cccs2)CC3)c1 (stereo not given) | 15 | 0.2 | -4 | 3.3
COC(=O)c1cc(-c2ccccc2)nc2c1C(=O)C(=O)C=C2N1CCCCC1 | 2 | 0.5 | 9 | 4.3
CCN(CC)CC(=O)Nc1ccc(S(N)(=O)=O)cc1 | -12 | -0.1 | 0 | -0.1
SMILES | MITF inh | FBW7 act | TEAD-YAP inh | GPR151 ag
COCCCNC(=O)c1ccc(OC)cc1 | 23 | 0.1 | -10 | -1.6
O=C(CCC(=O)N1CCSc2ccccc21)N1CCCCC1 | 0 | -0.1 | 1 | -0.1
CC1=NN(C(=O)c2sc3cc(F)ccc3c2Cl)C(O)(C(F)F)C1 (stereo not given) | 6 | 0.2 | 3 | -0.1
CC(=O)NCC(=O)OC(C)C(=O)Nc1ccc(C(C)=O)cc1 (stereo not given) | -1 | 0.1 | 1 | 1.0
CCOc1ccc(C(=O)N/N=C/c2ccc(Br)s2)cc1 | -2 | 0.0 | -43 | 0.4
Cc1ccnn1-c1nc(-c2ccco2)cc(C(F)(F)F)n1 | -24 | 0.2 | -4 | 0.0
O=C(CSc1ccccc1Cl)N1CCCC1 | 0 | -0.1 | 1 | -0.3
Cc1ccc(-c2csc(NC(=O)c3ccc(S(=O)(=O)N4CCCCC4)cc3)n2)cc1C | 2 | 0.0 | -1 | -1.3
COCCn1cnc2c(c1=O)c1nc3ccccc3nc1n2-c1cccc(Cl)c1 | 5 | 0.7 | -15 | -0.5
O=C(c1nn2c(C(F)(F)F)cc(-c3ccc(Br)cc3)nc2c1Cl)N1CCCCCC1 | -3 | -0.1 | 2 | 1.4
O=C(Cc1ccc(Br)cc1)Nc1cc([N+](=O)[O-])ccc1Cl | -15 | -0.3 | -9 | -1.6
CCOc1ccc(NC(=O)c2sc(NC(=O)C3CC3)c(C(=O)OC)c2C)cc1 | -8 | 0.1 | -3 | 1.7
CC(=O)c1cccc(-c2nc3ccc(C(=O)NCCc4ccc(O)cc4)cc3s2)c1 | -4 | 0.0 | -9 | 0.4
CC1C=CCC2C(=O)N(c3ccccc3O)C(=O)C12 (stereo not given) | 2 | 0.6 | -6 | 0.2
O=C(Nc1ccc2oc(-c3cccc(I)c3)nc2c1)c1ccc([N+](=O)[O-])o1 | 12 | 0.0 | 10 | -0.9
CCSc1nnc(NC(=O)CSc2nnc(C)s2)s1 | -7 | 0.2 | -2 | 0.1
COc1cc(C=O)ccc1OCc1cccc(Br)c1 | 18 | 0.7 | -36 | -1.5
Cc1ccc(/C=C/C(=O)O)cc1S(=O)(=O)N1CCCC1 | 1 | 0.1 | 5 | 0.2
O=C(O)CCc1nnc2ccc(N3CCOCC3)nn12 | -3 | 0.0 | 3 | 0.8
Cc1cc2oc(=O)cc(CSc3ncccn3)c2cc1Cl | -4 | 0.1 | -6 | -0.4
Cc1ccc(/C(N)=N/OC(=O)c2ccccc2[N+](=O)[O-])cc1 | 17 | 0.4 | -63 | -1.6
COC(=O)[C@@H]1CCCN1C(=O)CC1(c2ccccc2F)CC(=O)N(C2CCCC2)C1=O (stereo not given in full) | 2 | -0.1 | 5 | 0.6
CCOC(=O)CN(C(=O)COc1nc(C)cc(C)c1C#N)c1ccc(Cl)cc1 | 2 | -0.5 | 9 | 0.6
COc1cc(C#N)c(Br)c(Br)c1O | -4 | 0.1 | -3 | 0.0
Cc1cc(NC(=O)C2c3ccccc3C(=O)N(CC(C)C)C2c2cccs2)no1 (stereo not given) | -3 | 0.0 | -4 | 1.7
SMILES | MITF inh | FBW7 act | TEAD-YAP inh | GPR151 ag
CCCn1c2ccccc2c2cnn(CC(=O)NC(C)CC)c(=O)c21 (stereo not given) | -4 | -0.1 | -3 | 0.8
CC(C)[C@@H]1NC(=O)[C@@H]2C[C@H](NCc3ccccc3F)CN2C1=O | -9 | -0.3 | 6 | -0.9
CC(=O)c1cccc(NC(=O)NCc2ccccc2F)c1 | 0 | 0.1 | -6 | 0.1
O=c1[nH]c(Sc2cc(Cl)c3nsnc3c2[N+](=O)[O-])nc2ccccc12 | -1 | 0.1 | 11 | -1.3
Cc1ccc(N2C(=O)CC(Sc3nc4ccccc4o3)C2=O)cc1 (stereo not given) | 6 | 0.0 | 5 | 0.0
COc1ccc(-n2c(SCC(=O)c3ccccc3)nc3sc4c(c3c2=O)CCCC4)cc1 | 18 | 0.3 | 2 | -0.3
Cc1cc(C)n(C(C)C(=O)N2CCc3c(cnc(C)c3CNC(=O)c3cccs3)C2)n1 (stereo not given) | 2 | -0.1 | -2 | 0.3
CC(C)N(CCNc1nc(-c2ccc(C(N)=O)cc2)nc2c1ncn2Cc1ccc(C(F)(F)F)cc1)C(C)C | 12 | 0.0 | -8 | 2.5
CCOc1ccccc1NC(=O)Cn1cnc2c1c(=O)n(C)c(=O)n2C | 18 | 0.4 | 4 | -1.2
CC(C)(C)c1csc(NC(=O)CSc2ccccc2)n1 | 9 | 0.5 | -62 | 1.2
CC(C)[C@@H]1NC(=O)[C@H]2CN(Cc3cnn(-c4ccccc4F)c3)CCN2C1=O | 8 | 0.0 | -9 | 0.2
CCOC(=O)CC(=O)CSc1nc2sc(C)cc2c(=O)n1C | -13 | -0.1 | -6 | 2.0
CC(C)(C)c1ccc(C(=O)NNC(=O)C(=O)NCCO)cc1 | 6 | 0.2 | -13 | 1.4
CCc1nc2sc(C(c3ccc(C(C)C)cc3)N3CCCC3)c(O)n2n1 (stereo not given) | 57* | 0.0 | 1 | 0.9
Cn1c(=O)cc(SCC(=O)NCC2COc3ccccc3O2)c2ccccc21 (stereo not given) | -8 | -0.1 | 5 | -0.3
Cc1cccc(NC(=O)c2sc3nc4c(cc3c2N)CCC4)c1C | 21 | 0.3 | 36* | -0.1
Cc1c(C(=O)NC2CCSC2=O)cccc1[N+](=O)[O-] (stereo not given) | -10 | 0.0 | 4 | -0.3
Cc1nc2c(c(C)nn2-c2ccccc2)c(C)c1CCC(=O)O | 2 | 0.0 | 1 | 0.9
COc1ccc2nc(N3CCCC(C(=O)N4CCN(c5ccccn5)CC4)C3)sc2c1 (stereo not given) | -9 | -0.1 | -15 | -0.7
O=C(NCC1Cc2cc(-c3cccnc3)ccc2O1)c1cnn(-c2ccccc2)c1 (stereo not given) | -16 | 0.1 | -1 | -0.5
CCCCOc1ccc(C(=O)Nc2cccc(C)c2)cc1 | 10 | 0.0 | -18 | -5.7
CC(O)c1cccc(NC(=O)CCC(=O)O)c1 (stereo not given) | 7 | 0.1 | 18 | 0.3
CCc1ccccc1-n1c(SCC(=O)Nc2cc(C)[nH]n2)nc2[nH]ncc2c1=O | 2 | 0.1 | -8 | -0.5
CCOc1cc(C)c(C(C)C)cc1S(=O)(=O)NC1CC(C)(C)NC(C)(C)C1 | -4 | 0.0 | -4 | 7.9*
Cc1ccc(Cl)cc1NC(=O)CN1CCNC(=O)C1 | -6 | -0.1 | 7 | 3.9

Full records from above. Order of values: MITF inh	FBW7 act	TEAD-YAP inh	GPR151 ag
CC/C(=N/NC(=O)c1cccc([N+](=O)[O-])c1)c1ccccc1 reads -6	0.0	-8	0.7
COc1ccc(C(=O)[C@@H]2[C@@H](c3cccc(Br)c3)C(C#N)(C#N)[C@H]3C=Cc4ccccc4N23)cc1 reads 6	0.1	64*	1.6
O=C(Cn1cnc2c(oc3ccccc32)c1=O)c1ccccc1 reads 3	0.2	-49	2.3
O=C(O)C1=C(C(=O)N2CCN(c3ccccc3F)CC2)CCCC1 reads -3	-0.2	6	1.5
Cc1ccc(N2C(=O)CC(Sc3nc4ccccc4o3)C2=O)cc1 (stereo not given) reads 6	0.0	5	0.0

Other compounds follow:
SMILES | MITF inh | FBW7 act | TEAD-YAP inh | GPR151 ag
O=C(CC1(O)C(=O)N(Cc2cccc3ccccc23)c2ccccc21)c1ccccc1 (stereo not given) | 21 | 0.8 | -1 | 1.6
COc1cccc(CNC(=O)CCC2CCCN(S(=O)(=O)Cc3ccccc3)C2)c1 (stereo not given) | 4 | -0.1 | 0 | 0.4
O=C(O)CCC(=O)N1CCc2cc(S(=O)(=O)NC3CCCCCCC3)ccc21 | -8 | 0.0 | -10 | 0.8
COc1ccc(Cl)cc1NC(=S)N(CCCN1CCCC(C)C1)Cc1cccs1 (stereo not given) | 7 | -0.3 | 9 | 0.3
Cc1c(C(=O)C(=O)N2c3ccccc3CC2C)c2ccccc2n1C (stereo not given) | 13 | 0.0 | 4 | -0.8
COc1ccc(C(C)NCc2cccnc2)cc1 (stereo not given) | 4 | -0.1 | 0 | 0.2
COCCC1CCCCN1C(=O)CC1(c2ccccc2)CC(=O)N(Cc2ccncc2)C1=O (stereo not given) | -3 | 0.0 | -8 | 0.6
O=C(Nc1nnc(C2CCCCC2)s1)c1ccc(Cl)c(Cl)c1 | 17 | 0.7 | -10 | -2.0
Cc1cc(C(=O)Nc2c(C)n(C)n(-c3ccccc3)c2=O)ccc1[N+](=O)[O-] | 0 | 0.0 | -4 | 2.6
CN(C)CCNc1ccnc2c(-c3cccc(C(N)=O)c3)cnn12 | 3 | 0.1 | 57* | -0.5
CCOc1ccc(/C=N\NC(=O)COc2ccc(C)cc2[N+](=O)[O-])cc1 | 5 | 0.0 | -2 | 0.7
O=C(NCCOc1ccccc1)c1ccc(Oc2ccc(C(F)(F)F)cc2[N+](=O)[O-])cc1 | -3 | 0.1 | 0 | -0.7
CCOC(=O)N1CCc2c(sc(NCc3ccc(OC)cc3)c2C(=O)Nc2ccccc2OCC)C1 | 24 | -0.3 | 5 | 0.1
O=C(Nc1ccc(Br)cc1)c1ccc(F)c(S(=O)(=O)N2CCN(c3ccccn3)CC2)c1 | 12 | 0.3 | 12 | 1.8
O=C(COc1ccccc1)N1CCC(c2nnc(C3CC3)s2)CC1 | 15 | 0.6 | 6 | 0.2
COc1ccc(N2CCN(C(=O)CSc3nc4[nH]ncc4c(=O)n3-c3ccccc3C)CC2)cc1 | 12 | 0.4 | 29 | -1.5
Cn1cc(S(=O)(=O)CC(=O)Nc2ccccc2C(F)(F)F)c2ccccc21 | 0 | 0.0 | 1 | 0.3
COc1cc(/C=N\NC(=O)c2ccc([N+](=O)[O-])cc2)ccc1O | 12 | -0.1 | -1 | -1.5

Pulled by structure from the list above:
SMILES | MITF inh | FBW7 act | TEAD-YAP inh | GPR151 ag
O=C(COc1ccccc1)N1CCC(c2nnc(C3CC3)s2)CC1 | 15 | 0.6 | 6 | 0.2
COc1ccc(Cl)cc1NC(=S)N(CCCN1CCCC(C)C1)Cc1cccs1 (stereo not given) | 7 | -0.3 | 9 | 0.3
